Source: PubChem BioAssay
KCNQ2 inh – KCNQ2 potassium channel inhibitors, primary screen, cell-based, CHO-K1, FluxOR thallium flux, B-score (AID 2156); O88943; 20 min; hits give low values; B-score at 10 µM; 1.1% of 310,000 active;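 active = fluorescence ratio B-score at most minus 3 library SDs, with starting brightness B-score within 2 library SDs, cut at about -5.5 in these data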
Target sequence (O88943 whole entry, looked up): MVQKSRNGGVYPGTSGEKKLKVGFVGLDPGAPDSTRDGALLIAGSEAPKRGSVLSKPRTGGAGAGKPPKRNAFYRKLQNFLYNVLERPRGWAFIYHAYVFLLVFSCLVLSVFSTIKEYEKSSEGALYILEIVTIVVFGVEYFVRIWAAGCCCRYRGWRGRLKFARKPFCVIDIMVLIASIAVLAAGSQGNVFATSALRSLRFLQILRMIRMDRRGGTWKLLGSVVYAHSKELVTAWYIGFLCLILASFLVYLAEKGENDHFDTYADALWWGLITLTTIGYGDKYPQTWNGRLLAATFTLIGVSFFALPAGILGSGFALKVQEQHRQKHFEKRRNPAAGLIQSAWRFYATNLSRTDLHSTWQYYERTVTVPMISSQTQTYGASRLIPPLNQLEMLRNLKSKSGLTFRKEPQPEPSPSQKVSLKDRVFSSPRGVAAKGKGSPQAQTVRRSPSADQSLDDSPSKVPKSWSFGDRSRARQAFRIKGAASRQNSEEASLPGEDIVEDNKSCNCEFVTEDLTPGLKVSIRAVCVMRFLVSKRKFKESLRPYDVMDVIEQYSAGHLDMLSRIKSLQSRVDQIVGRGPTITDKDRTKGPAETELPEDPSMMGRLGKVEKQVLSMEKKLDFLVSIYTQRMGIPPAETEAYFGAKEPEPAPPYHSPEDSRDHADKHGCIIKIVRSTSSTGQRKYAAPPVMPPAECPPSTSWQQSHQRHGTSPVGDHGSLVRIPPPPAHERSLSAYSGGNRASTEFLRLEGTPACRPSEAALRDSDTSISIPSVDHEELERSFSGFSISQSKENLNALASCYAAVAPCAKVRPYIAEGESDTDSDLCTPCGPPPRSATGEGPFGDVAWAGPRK
Kir21 block – inhibitors of mouse Kir2.1 inward-rectifier potassium channel | B-score at 10 µM | HEK293-Kir2.1, FluxOR thallium flux fluorescence; hits give low values | 0.85% of 310,000 active;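 active = fluorescence ratio B-score at or below minus 3 SD of library scores, with starting-brightness B-score within 2 SD, cut at about -4.2 in these data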;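 also: channel flux triggered by added potassium and thallium sulfate stimulus; B-score of peak minus minimum fluorescence over baseline after thallium stimulus; more negative B-score means stronger Kir2.1 block with less thallium influx; some compounds called inactive have numbers as strong as hits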
Starred values were filed as active, the others as inactive; i = inactive. Random draw from the library. Share with any hit: about 1.9%.

Each structure is followed by: KCNQ2 inh, Kir21 block
> CCOC(=O)N1CCN(S(=O)(=O)c2ccc(C(=O)N(CCCN(C)C)c3nc4ccc(Cl)cc4s3)cc2)CC1
→ i, -0.94
> COc1ccccc1-c1nnc2n1N=C(C(C)(C)C)CS2
→ i, -0.22
> COC(=O)Cn1c(C)c(C#N)c2ccccc21
→ i, 1.8
> CC(C)NC(=S)N/N=C/c1cc(Br)ccc1O
→ i, -0.03
> CC1CCCCC1NC(=O)COC(=O)c1ccccn1 (stereo unspecified)
→ i, -1.7
> C=CCNc1nc(Nc2ccc(OC)cc2)nc(OCC)n1
→ i, 0.84
> Cc1ccc(OC(=O)Nc2ccccc2)cc1
→ i, -0.92
> O=C(COc1ccc2c3c(c(=O)oc2c1)CCC3)N1CCN(c2ccc(F)cc2)CC1
→ i, 0.88
> CS(=O)(=O)N(CC(=O)NCCC1=CCCCC1)C1CCCCC1
→ i, 0.33
> CCCSc1nsc(N)n1
→ i, -0.35
> Cc1nn(Cc2n[nH]c(=S)n2Cc2ccccc2)c(C)c1Cl
→ i, -0.02
> CCc1ccccc1NC(=S)N(CCCN1CCOCC1)Cc1cccs1
→ i, -0.21
> Cc1cc(C)nc(SCc2ccc(C(=O)N/N=C/c3ccncc3)cc2)n1
→ i, -0.24
> CC(CC(=O)N1CCc2ccccc21)c1ccccc1 (stereo unspecified)
→ i, -0.75
> CCC(=O)n1nc(-c2ccccc2)nc1SCC(=O)Nc1ccc(C)cc1
→ i, -0.54
> NC(=O)CCC(NS(=O)(=O)c1ccc(Cl)cc1)C(=O)NCc1ccccc1Cl (stereo unspecified)
→ i, -1.4
> COc1ccccc1N(Cc1ccccc1)S(=O)(=O)c1cccc(C(=O)Nc2cc(C)ccn2)c1
→ i, -0.09
> COCCn1cnc2c1c(=O)n(CC(=O)Nc1cc(C)on1)c(=O)n2Cc1ccccc1
→ i, 0.47
> COc1cc(/C=C2\SC(=O)N(CCN)C2=O)ccc1OS(=O)(=O)c1cc(C)ccc1C
→ i, -1.2
> CCNS(=O)(=O)c1ccc(CCC(=O)N2CCN(Cc3ccccc3)CC2)cc1
→ i, 0.05
> Cc1ccc(NC(=O)CN2C(=O)COc3ccc(S(=O)(=O)N4CCCC4)cc32)cc1C
→ i, -0.94
> COc1ccc(Cl)cc1NC(=O)CN1CCCCCC1
→ i, -0.54
> COc1cc(/C=N/NC(=O)CCN2CCN(C)CC2)cc2c1OCO2
→ i, -0.11
> CC(=O)Nc1ccc(OCC(=O)N(CC(C)C)C2CCS(=O)(=O)C2)cc1 (stereo unspecified)
→ i, 0.25
> Cc1cccc(C)c1NS(=O)(=O)c1ccc(F)cc1
→ i, -0.53
> O=C1CN=C(Nc2ccccc2)N1Cc1cccs1
→ i, -0.06
> CCOC(=O)Cc1c(C)nc2c(-c3ccc(Cl)cc3)c(C)[nH]n2c1=O
→ i, 1.4
> O=C(CCCCCCCCCCC(=O)NCc1cccnc1)NCc1cccnc1
→ i, -0.61
> COc1cccc(C(C#N)N2CCCCC2)c1O (stereo unspecified)
→ i, 1.1
> COC(=O)CSC1=C(C#N)C(c2ccc(C)o2)CC(=O)N1 (stereo unspecified)
→ i, -0.94

As entered above.
Value for COc1cc(/C=C2\SC(=O)N(CCN)C2=O)ccc1OS(=O)(=O)c1cc(C)ccc1C under Kir21 block: -1.2
Value for CCNS(=O)(=O)c1ccc(CCC(=O)N2CCN(Cc3ccccc3)CC2)cc1 under Kir21 block: 0.05

Next part.
Each structure is followed by: KCNQ2 inh, Kir21 block
> O=C(Cn1c(-c2cncs2)nc2ccccc21)NC1CCCC1
→ i, -2
> COc1ccccc1NC(=O)C1CCN(S(=O)(=O)c2ccc3c(c2)NC(=O)CO3)CC1
→ i, -0.34
> O=C(Cc1ncc(C(F)(F)F)cc1Cl)N1CCN(c2ccc(F)cc2)CC1
→ i, 0.47
> O=C(Nc1ccc(-c2nc3cc(Cl)ccc3c(=O)o2)cc1)c1ccco1
→ i, 0
> C=C(C)Cc1c(C)nc(-c2ccccc2)[nH]c1=O
→ i, 2
> COc1ccccc1NC(=O)CCSc1nc(C)cs1
→ i, -0.04
> CCn1c(CCNC(=O)c2ccc(Cl)cc2)n[nH]c1=S
→ i, 1.4
> CN(C(=O)Cn1nnc(-c2cccnc2)n1)C1CCCCC1
→ i, 0.04
> c1ccc(Nc2nn[nH]n2)cc1
→ i, -0.7
> CCCCNC(=O)N1CCc2[nH]c3ccccc3c2C1
→ i, -0.28
> COc1ccccc1/C=N/Nc1cc(N(C)C)nc(N(C)C)n1
→ i, -0.29
> CCc1ccc(C(=O)C(C)OC(=O)c2nc3nc(C)cc(C)n3n2)cc1 (stereo unspecified)
→ i, -0.16
> O=c1c2ccccc2ncn1Cc1ccccc1
→ i, -0.09
> CCNC(=S)N1CCc2cc(OC)c(OC)cc2C1COc1ccccc1OC (stereo unspecified)
→ i, -0.44
> COCCNC(=O)/C(C#N)=C/c1ccc(-c2ccc(S(=O)(=O)N3CCOCC3)cc2)o1
→ i, -0.15
> NNc1nc2ccccc2nc1C(F)(F)F
→ i, -1
> Cc1cccc(OCC(=O)O/N=C(\N)Cc2cccs2)c1
→ i, 0.8
> COc1ccccc1NC(=O)CSCc1cc(=O)n2ccsc2n1
→ i, -0.27
> COc1ccc(CC(=O)NCC(c2ccc(OC)cc2)N(C)C)cc1 (stereo unspecified)
→ i, 1.1
> O=C(NC1CCCCC1)C1CCCN1S(=O)(=O)c1ccc(F)cc1 (stereo unspecified)
→ i, 0.5
> CN(C)C(=O)C12CCC(C)(c3nc4ccccc4nc31)C2(C)C (stereo unspecified)
→ i, 0.57
> O=C(OCc1nnc(-c2ccccc2)o1)c1cc(=O)c2ccccc2o1
→ i, 0.46
> Cc1ccc2[nH]c(O)c(N=NC(N)=S)c2c1
→ i, -0.08
> O=C(NC1CCCC1)C(c1ccccc1)N(Cc1ccc(F)cc1)C(=O)c1csnn1 (stereo unspecified)
→ i, -3.7
> FC(F)(F)C1=CC(c2ccccc2)=NCCN1
→ i, -0.37
> Cc1ccc(S(=O)(=O)N2CCC(C(=O)Nc3nnc(COc4ccccc4)s3)CC2)cc1
→ i, -0.64
> CCN(CC)C1CCN(C(=O)CCn2nnnc2CN2CCOCC2)C1 (stereo unspecified)
→ i, 0
> O=S(=O)(NCc1ccco1)c1ccc(S(=O)(=O)N2CCCCC2)cc1
→ i, 1.4
> Nc1nc(CCl)nc(Nc2ccc3ccccc3c2)n1
→ i, -0.43
> COc1cccc(C2/C(=C(\O)c3ccc4c(c3)OCO4)C(=O)C(=O)N2CCN(C)C)c1OC (stereo unspecified)
→ i, -0.2

Reprinted from the part before: four compounds, then new ones.
Each structure is followed by: KCNQ2 inh, Kir21 block
> CCN(CC)C1CCN(C(=O)CCn2nnnc2CN2CCOCC2)C1 (stereo unspecified)
→ i, 0
> O=S(=O)(NCc1ccco1)c1ccc(S(=O)(=O)N2CCCCC2)cc1
→ i, 1.4
> Nc1nc(CCl)nc(Nc2ccc3ccccc3c2)n1
→ i, -0.43
> COc1cccc(C2/C(=C(\O)c3ccc4c(c3)OCO4)C(=O)C(=O)N2CCN(C)C)c1OC (stereo unspecified)
→ i, -0.2
> CCc1ccc(-c2nc(CSCC(=O)NCCCN3CCCC3=O)c(C)o2)cc1
→ i, -0.08
> C=CCn1c(C)c(C(C)=O)c(N2CCCC2)nc1=S
→ i, 0.84
> COc1ccc(C(C)=O)cc1CSc1ccccn1
→ i, 0.15
> O=C(NC(Cc1ccccc1)C(=O)O)/C(=C\c1ccc(Cl)cc1)NC(=O)c1ccccc1 (stereo unspecified)
→ i, -0.01
> CC(C)(C)C(=O)NC1CCN(CC(=O)Nc2ccc3c(c2)OCO3)CC1
→ i, -1.1
> CCO[C@@H]1OC(C(=O)O)=C[C@H](c2ccc3c(c2)OCO3)[C@H]1CCCO
→ i, 0.34
> CCNC(=O)N1CCCC(C(=O)c2ccc(-c3ccccc3)cc2)C1 (stereo unspecified)
→ i, 0.01
> Cc1cc(NC(=O)c2ccc(S(=O)(=O)N3CCCC3)cc2)nc2c1c(=O)oc1ccccc12
→ i, 1.5
> Cc1cccc(N2N=C(C(=O)N3CC(=O)Nc4ccccc43)CCC2=O)c1
→ i, 2.5
> O=C(c1ccco1)N(CCC(c1ccccc1)c1ccco1)Cc1ccc(F)cc1 (stereo unspecified)
→ -7.8*, -4.4*
> COc1ccccc1Cn1c(CCCO)nc2ccccc21
→ i, -0.09
> CCN(CC)S(=O)(=O)c1ccc(/C=C/C(=O)Nc2ccccc2N2CCOCC2)cc1
→ i, 1.5
> CCNc1nc2c(c(=O)n(Cc3ccccc3)c(=O)n2C)n1Cc1ccccc1
→ i, -0.95
> CCOC(=O)c1ccc(NC(=O)NCc2cccnc2)cc1
→ i, -0.38
> CC(C)CN(CCNC(=O)CN1C(=O)COc2ccc(S(=O)(=O)N3CCOCC3)cc21)CC(C)C
→ i, -1.3
> O=C(NCc1ccc(F)cc1)c1cc2sccc2n1Cc1ccc(F)cc1
→ i, 1.2
> Cc1cccc2sc(NC(=O)C3CCCO3)nc12 (stereo unspecified)
→ i, -0.81
> COc1ccccc1C(=O)NC1CCCc2ccccc21 (stereo unspecified)
→ i, -0.64
> CCCCCCNS(=O)(=O)c1nc2nc(C)cc(C)n2n1
→ i, -0.4
> COc1cc2c(cc1OC)CN(C(=O)c1ccc(OC)c([N+](=O)[O-])c1)CC2
→ i, -1.9
> Cc1ccc(S(=O)(=O)N(C)C)cc1NC(=O)CSc1nnnn1-c1ccc(O)cc1
→ i, -0.2
> CCCOc1ccc(Br)cc1/C=N/O
→ i, -0.74
> O=C(Nc1ccc(S(=O)(=O)N2CCCC2)cc1)c1cc(=O)c2ccccc2o1
→ i, 1.6
> CC(=O)N1CC(C)Sc2ccc(S(=O)(=O)NCCc3ccc(C)cc3)cc21 (stereo unspecified)
→ i, -1.7
> OC(CNC1CCCC1)COc1ccc(-c2ccccc2)cc1 (stereo unspecified)
→ i, -3.1
> COc1ccc(N2CCN(C(CNC(=O)c3ccc4c(c3)OCO4)c3cccnc3)CC2)cc1 (stereo unspecified)
→ i, -0.02
> Cc1c(NS(=O)(=O)c2ccccc2F)c(=O)n(-c2ccccc2)n1C
→ i, 0.58
> COc1ccc(NC(=O)c2ccc([N+](=O)[O-])cc2[N+](=O)[O-])c(OC)c1
→ i, 0.68
> Oc1ccc(N=Nc2ccccc2)o1
→ i, -2.4
> Cn1c(=O)c2c(nc(CN3CCN(C(=O)c4ccco4)CC3)n2Cc2ccccc2F)n(C)c1=O
→ i, 1.3
> S=C(NCCSCc1ccc(Cl)c(Cl)c1)Nc1ccccc1
→ i, 0.66
> CCCCCNC(=O)C(C#N)c1nc2ccccc2nc1N1CCCC1 (stereo unspecified)
→ i, -2
> Cc1ccccc1CNC(=O)CN(c1cccc([N+](=O)[O-])c1)S(C)(=O)=O
→ i, -1.2
> O=c1cc(COc2ncnc3c(Cl)cc(Cl)cc23)nc2sccn12
→ i, -1
> CN(C)c1ccc(C(=O)OCC(=O)NC2CCCCCC2)cc1
→ i, -0.3
> CCCC[C@H]1COCCS(=O)(=O)N1Cc1ccccc1F
→ i, -2.6
> Cc1c(NC(=O)C(C)OC(=O)c2cc(Cl)nc(Cl)c2)c(=O)n(-c2ccccc2)n1C (stereo unspecified)
→ i, 0
> CCN1CCN(CC(O)COc2ccc(C(C)=O)cc2)CC1 (stereo unspecified)
→ i, 1
> COc1ccc(NC(=O)N2CCCC(C(=O)NCc3ccccc3F)C2)cc1 (stereo unspecified)
→ i, -0.39
> CS(=O)(=O)c1ccc(NS(=O)(=O)c2ccc3ccccc3c2)cc1
→ i, 0.71
> O=C(NC1CCCC1)C(c1cccnc1)N(C(=O)c1csnn1)c1ccc(F)cc1 (stereo unspecified)
→ i, 0.5
> COc1ccc(OC)c(NC(=O)COC(=O)CSc2ccc(Cl)cc2)c1
→ i, 0.05
> O=C(NCCC1=CCCCC1)C(=O)NCC1OCCCN1S(=O)(=O)c1ccccc1 (stereo unspecified)
→ i, 0.29
> CCCCNc1nc2ccccc2[nH]1
→ i, 2.3
> COc1ccc2cc(CCNC(=O)C(C)C)c(=O)[nH]c2c1
→ i, 2.5
> O=C(Cc1cccs1)NCc1cccnc1
→ i, 0.41
> COC(=O)CS(=O)(=O)c1ccc(C)cc1
→ i, 1.6
> Cc1ccc(CNS(=O)(=O)c2c(C)[nH]c(C)c2C(=O)N2CCCC2)cc1
→ i, -0.84
> COc1ccc(C(c2c(O)nc(SC)n(C)c2=O)c2c(O)nc(SC)n(C)c2=O)cc1O
→ i, -0.47
> CN(Cc1ccccc1F)c1ncnc2sccc12
→ i, 0.48
> O=c1cc(O)c(-c2ccccc2)c(Cl)[nH]1
→ i, -0.67
> CCc1nn(CC(=O)NCCN2CCN(C)CC2)c(=O)c2cc3occc3n12
→ i, 1.2
> CC(=O)c1sc(NC(=O)CN2C(=O)NC3(CCCC3)C2=O)nc1-c1ccccc1
→ i, -0.75
> COc1ccc(Cl)cc1NC(=O)/C=C/C(=O)O
→ i, -0.43
> Cc1ccc(Cn2c(CN(C)Cc3ccccc3)nc3c2c(=O)n(C)c(=O)n3C)cc1
→ i, -1.6
> c1ccc(N=P(N2CCOCC2)(N2CCOCC2)N2CCOCC2)cc1
→ i, -0.06
> CCN(CC)c1ccc(/C=c2\sc3nc4ccccc4n3c2=O)c(O)c1
→ i, -1.1
> COC(=O)c1ccc(NC(=O)Nc2ccccc2C)cc1
→ i, -1.6
> CC(NC(=O)C1CC1)c1ccc(-c2ccccc2)cc1 (stereo unspecified)
→ i, 0.58
> C=CCn1c(SCC(=O)NCCc2ccccc2)nnc1C1CC1
→ i, -0.38

Additional records follow:
Each structure is followed by: KCNQ2 inh, Kir21 block
> Cc1ccc(CNC(=O)Cn2c(=O)c3sccc3n(Cc3ccc([N+](=O)[O-])cc3)c2=O)cc1
→ i, -0.59
> O=C(NC(=S)Nc1ccccc1N1CCCC1)c1cccs1
→ i, -1.4
> COc1ccc(CNc2nc(NCc3ccc(OC)cc3)n(S(C)(=O)=O)n2)cc1
→ i, -2.4
> CCOc1ccccc1NC(=O)CCS(=O)(=O)c1cccc2nsnc12
→ i, -0.52
